M. tuberculosis: growth inhibition of non-replicating M. tuberculosis (AID 488890); Mycobacterium tuberculosis non-replicating, growth inhibition; higher % means a stronger effect; inhibition, % at 25 µM; hits with a dose series show IC50 in µM; 320,000 tested, 0.39% active; in the data active means a potency from the dose series; inconclusive means inhibition mostly from about 82% at the one dose, without a potency; inactive means the rest, 99 in 100 with inhibition below about 76%;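 further: plate controls were DMSO cells for no effect and high antibiotic wells for full effect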
PhoP GFP inhibition: PhoP regulon inhibitors, Salmonella typhi PhoP promoter GFP reporter, confirmatory (AID 1850); 310,000 tested, 0.33% active; Salmonella Typhi PhoP-promoter GFP reporter, fluorescence, 4 h; higher % means a stronger effect; inhibition, % at 50 µM, or IC50 in µM where a hit was titrated; in the data active means a potency from the dose series; inconclusive means inhibition mostly from about 25% at the one dose, without a potency; inactive means the rest, 99 in 100 with inhibition below about 19%;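 further: 0% = induced wells with vehicle and 100% = uninduced wells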
M. tuberculosis HTS: M. tuberculosis growth inhibition, HTS (AID 449762). M. tuberculosis H37Rv growth inhibition, 7H9 media; higher % means a stronger effect. 330,000 tested, 0.59% active. inhibition, % at 25 µM; hits with a dose series show IC50 in µM; in the data active means a potency from the dose series; inconclusive means inhibition above about 70% without an active follow-up result;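 further: bacterial growth assessed after seven days of incubation; strong numbers were not always called active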
inhibitors of VEEV: inhibitors of VEEV TC-83 cytopathic effect, confirmation, Vero cells (AID 588727) | Vero cells, VEEV TC-83 cytopathic effect inhibition; higher % means a stronger effect | inhibition, % at 20 µM, or IC50 in µM where a hit was titrated | 350,000 tested, 0.13% active; in the data active means a potency from the dose series; inconclusive means inhibition mostly from about 14% at the one dose, without a potency; inactive means the rest, 99 in 100 with inhibition below about 12%; further: strong numbers were not always called active
H1N1 NS1A inhibition: H1N1 influenza NS1A inhibitors, functional cell based assay (AID 504329) | NS1A functional cell-based assay, percent inhibition; higher % means a stronger effect | inhibition, % at 12.5 µM, or IC50 in µM where a hit was titrated | 340,000 tested, 0.3% active; in the data active means a potency from the dose series; inconclusive means inhibition above about 27% without an active follow-up result; further: strong numbers were not always called active
inhibitors of VEEV 10K pilot screen: recorded beside inhibitors of VEEV, whose call it bears; inhibition, %; measured here: 10K pilot screen inhibition
* = called active by the depositor; i = inactive; ? = inconclusive; . = no result given.

SMILES	M. tuberculosis	PhoP GFP inhibition	M. tuberculosis HTS	inhibitors of VEEV	H1N1 NS1A inhibition	others
Cc1ccc(Cn2nc(-c3ccccc3)nc2-c2ccccc2)cc1	10%	-1%	-1%	i	-5%
CCCNC(=O)c1nc(C)n(-c2ccc([N+](=O)[O-])cc2)n1	-3%	4%	-4%	1.4%	.
CCOc1ccccc1NC(=O)Nc1ccccn1	8%	8%	6%	0.2%	-3%
O=C(CN1CCN(CC(=O)Nc2cccc(F)c2)CC1)Nc1ccc(-c2ccccc2)cc1	-7%	-1%	-2%	0.4%	-9%
COc1ccc(S(=O)(=O)N2CCCCC2)cc1Br	.	4%	5%	i	4%
O=C(CN(Cc1ccccc1F)S(=O)(=O)c1ccc(Cl)cc1)NCCC1=CCCCC1	-14%	4%	-20%	i	-3%
C/C(=N\Nc1ccccc1)c1cccs1	.	.	.	0.5%	-8%
Nc1ccc(CNC(=O)OCC2c3ccccc3-c3ccccc32)cc1	-11%	-7%	-1%	0.4%	-2%
CN(C)S(=O)(=O)c1ccc(Cl)c(C(=O)NC2=NCCS2)c1	-4%	-13%	-3%	1.5%	-6%
CCC(C)NC(=O)C1CCN(S(=O)(=O)c2ccc3c(c2)CC(C)N3C(C)=O)CC1 (stereo not given)	7%	-3%	-9%	2.5%	4%
COCCn1c(=O)[nH]c2cc(C(=O)NCCc3ccc(S(N)(=O)=O)cc3)ccc2c1=O	4%	0%	-4%	0.8%	-1%
CSc1nc(=S)c2[nH]c(=S)[nH]c2[nH]1	-12%	9%	-2%	0.1%	-2%
Cc1cnc(NC(=O)c2ccc3c(c2)C(=O)N(Cc2cccnc2)C3=O)s1	-16%	-11%	-15%	1.8%	-8%
COc1ccc2oc(C(=O)OCC(=O)Nc3ccc(OC)c(S(N)(=O)=O)c3)c(C)c2c1	-4%	6%	-9%	9.2%	-1%
O=C(C=C1CCN(c2ncc(C(F)(F)F)cc2Cl)CC1)NNC(=O)Nc1ccc(Cl)cc1	-6%	-1%	-3%	i	-4%
O=C(Nc1cccc([N+](=O)[O-])c1)c1ccc(-c2ccccc2)cc1	-4%	12%	-3%	0.5%	-1%
O=C(OCn1nnc2ccccc2c1=O)c1cccs1	i	-7%	?	1.1%	-9%
O=C(Nc1nnc(COc2ccc(Cl)cc2)s1)c1ccc([N+](=O)[O-])cc1	-6%	-3%	-5%	0.9%	-5%
C[C@H]1CN([C@@H](C)CO)C(=O)c2cccc(NC(=O)C3CC3)c2O[C@H]1CN(C)Cc1ccncc1	-1%	.	-1%	0.2%	-3%
CCOc1cc(CNCCc2ccc(S(N)(=O)=O)cc2)ccc1OCC(=O)NC1CCCCC1	28%	-5%	-5%	0.7%	6%
Cc1cc(C)n2nc(SC(C)C(=O)N3CCCC3)nc2n1 (stereo not given)	.	.	.	1.4%	10%
COc1cc(/C=C2\SC(=S)N(CCC(=O)Nc3cccc(O)c3)C2=O)cc(OC)c1OC	-16%	2%	3%	5.3%	8%
O=C(c1cc(N2C(=O)C3C4CCC(C4)C3C2=O)ccc1Cl)N1CCN(c2ccccc2F)CC1 (stereo not given)	-2%	-2%	-1%	1.5%	2%
COc1ccc(S(=O)(=O)N2CCCCC2)cc1NC(=O)CCOc1cc(C)ccc1C	-5%	.	4%	0.7%	1%
Cc1cccc(Nc2n[nH]c(C)c2[N+](=O)[O-])c1	8%	-2%	6%	2.5%	19%
Cc1ccc(NC(=O)CSc2nnc(CNC(=O)c3ccco3)n2C)c(C)c1	2%	3%	21%	i	-4%
O=C(c1ccc(-c2nnc(Nc3ccccc3)c3ccccc23)cc1)N1C[C@H]2C[C@H](C1)c1cccc(=O)n1C2	29%	-7%	-11%	7.2%	-5%
Cc1ccc([C@@H]2CC=C(C(=O)O)[C@H](c3ccccc3)N2S(=O)(=O)c2ccc(C)cc2)cc1	2%	-4%	-3%	0.5%	4%
CCOC(=O)c1[nH]c2ccccc2c1NC(=O)c1ccc(Br)o1	10%	8%	-2%	14%	-2%
CC(C)(C)c1oc(C(=O)O)cc1CN1CCOCC1	-9%	5%	0%	i	10%
Cc1ccc(OCC(=O)N2CCN(c3nnc(-c4ccccc4)c4ccccc34)CC2)cc1	45%	-16%	6%	i	4%
COc1ccc(OC)c(-n2nnnc2SCC(=O)O)c1	2%	5%	5%	i	-1%
Cc1ccc(NC(=O)c2ccc3c(c2)C(=O)N(Cc2cccnc2)C3=O)c(C)c1	-4%	6%	0%	i	-7%
O=C(COC(=O)c1ccccc1O)Nc1ccc(S(=O)(=O)N2CCCCC2)cc1	61%	2%	1%	0.2%	1%
Cc1ccc(/C=C/C(=O)Nc2ncc(C)s2)o1	-10%	-3%	-4%	0.0%	16%
COCCNC(=O)c1ccccc1NC(=O)c1ccccc1N(C)S(=O)(=O)c1ccccc1	0%	7%	0%	0.6%	-4%
COc1cc(NC(=S)N2CCN(c3ccccn3)CC2)cc(OC)c1OC	-1%	-3%	5%	1.0%	-3%
COc1cc([N+](=O)[O-])ccc1NC(=O)NCCCN1CCCC1=O	5%	-12%	-22%	6.8%	-6%
CCOn1c(=O)c(-c2ccc(OC)c(OC)c2)[n+]([O-])c2ccccc21	-7%	0%	-1%	6.8%	2%
CC(C)C(=O)Nc1ccc(N2CCN(c3ccc(F)cc3)CC2)cc1	-10%	5%	2%	1.1%	6%
NC1=NC(=O)/C(=C/c2ccccc2OS(=O)(=O)c2ccccc2)S1	22%	-4%	10%	1.1%	30%
COc1ccc(CCNC(=O)CSc2nc(O)c(CC(C)C)c(=O)[nH]2)cc1OC	-15%	21%	4%	0.7%	-5%
Cc1cc(N2CCC(C)CC2)nc2cccc(O)c12	.	77µM*	-9%	i	11%
O=C(C(=O)N1CCc2ccccc2C1)N1CCc2ccccc2C1	6%	-3%	-3%	.	.
Cc1csc(SCC(=O)NC(=O)NC(C)C)n1	7%	4%	-6%	0.7%	-7%
Cc1ccccc1NC(=O)CSc1nc2n(n1)CCCCC2	-10%	-6%	-5%	1.7%	-4%
Cc1ccc(C(=O)CC(C(=O)O)n2cncn2)cc1 (stereo not given)	.	.	.	2.4%	-2%
COc1ccc(NC(=O)CSC2=NCCN2)cc1	18%	4%	?	1.8%	-6%
COc1cc(SC)ccc1C(=O)NCCOc1ccc(F)cc1	70%	8%	16%	1.3%	3%
CNCCCCOc1ccc(C(C)(C)C)cc1Cl	69%	77µM*	1%	i	5%	inhibitors of VEEV 10K pilot screen=0.0
COCCn1c(SCc2cccc([N+](=O)[O-])c2)nc2ccccc2c1=O	22%	-3%	13%	5.4%	3%
C/C=C/C(=O)NCCc1ccc(OC)c(OC)c1	-3%	-3%	-3%	0.1%	-10%
CC(C(=O)N1c2ccccc2CC1C)N1CCN(S(=O)(=O)c2ccccc2F)CC1 (stereo not given)	-5%	.	-5%	0.4%	-5%
CCn1cc2c(c1-c1cccc(C)c1)c(=O)n(C)c(=O)n2C	0%	-7%	-1%	i	0%
COC(CNC(=O)c1ccc2c(c1)ncn2-c1cccc(F)c1)OC	51%	-7%	0%	1.2%	2%
COc1cccc(-n2c(SCC(=O)Nc3ccc4c(c3)CCC4)nc3ccccc3c2=O)c1	31%	0%	-7%	5.6%	-2%
CC(C)(CO)NC(=S)NCc1ccco1	0%	-7%	-2%	i	.
CCCCn1c(/N=C/c2cc(OC)ccc2O)nc2ccccc21	19%	0%	-9%	1.3%	6%
COc1ccc(C(=O)NC2CCN(C(=S)Nc3ccccc3)CC2)cc1	10%	-5%	-6%	0.3%	-4%
O=c1[nH]c(/C=C\c2cccs2)nc(O)c1[N+](=O)[O-]	1%	-1%	3%	1.6%	3%

As a short view, some entries already given.
SMILES	M. tuberculosis	PhoP GFP inhibition	M. tuberculosis HTS	inhibitors of VEEV	H1N1 NS1A inhibition	others
COc1ccc(S(=O)(=O)N2CCCCC2)cc1NC(=O)CCOc1cc(C)ccc1C	-5%	.	4%	0.7%	1%
Cc1cccc(Nc2n[nH]c(C)c2[N+](=O)[O-])c1	8%	-2%	6%	2.5%	19%
Cc1ccc(NC(=O)CSc2nnc(CNC(=O)c3ccco3)n2C)c(C)c1	2%	3%	21%	i	-4%
O=C(c1ccc(-c2nnc(Nc3ccccc3)c3ccccc23)cc1)N1C[C@H]2C[C@H](C1)c1cccc(=O)n1C2	29%	-7%	-11%	7.2%	-5%
Cc1ccc([C@@H]2CC=C(C(=O)O)[C@H](c3ccccc3)N2S(=O)(=O)c2ccc(C)cc2)cc1	2%	-4%	-3%	0.5%	4%
CCOC(=O)c1[nH]c2ccccc2c1NC(=O)c1ccc(Br)o1	10%	8%	-2%	14%	-2%

Molecules above that have a furan ring, fused or not:
SMILES	M. tuberculosis	PhoP GFP inhibition	M. tuberculosis HTS	inhibitors of VEEV	H1N1 NS1A inhibition	others
COc1ccc2oc(C(=O)OCC(=O)Nc3ccc(OC)c(S(N)(=O)=O)c3)c(C)c2c1	-4%	6%	-9%	9.2%	-1%
Cc1ccc(NC(=O)CSc2nnc(CNC(=O)c3ccco3)n2C)c(C)c1	2%	3%	21%	i	-4%
CCOC(=O)c1[nH]c2ccccc2c1NC(=O)c1ccc(Br)o1	10%	8%	-2%	14%	-2%
CC(C)(C)c1oc(C(=O)O)cc1CN1CCOCC1	-9%	5%	0%	i	10%
Cc1ccc(/C=C/C(=O)Nc2ncc(C)s2)o1	-10%	-3%	-4%	0.0%	16%
CC(C)(CO)NC(=S)NCc1ccco1	0%	-7%	-2%	i	.

(cont.)
SMILES	M. tuberculosis	PhoP GFP inhibition	M. tuberculosis HTS	inhibitors of VEEV	H1N1 NS1A inhibition	others
COc1ccc(-c2cc(C)no2)cc1S(=O)(=O)NCC1CCN(Cc2cc(C)ccc2C)CC1	60%	9%	47%	0.2%	5%
CCOC(=O)c1c(CN2CCCCC2)oc2ccc(O)cc12	8%	5%	1%	1.3%	-7%
CC(C)C[C@H](NC(=O)c1[nH]cnc1C(=O)N[C@@H](C)C(=O)OCc1ccccc1)C(=O)OCc1ccccc1	39%	.	2%	0.5%	-9%
N#C/C(=C\C1=C(N2CCOCC2)C(=C\c2ccc(Cl)cc2)/CC1)C(=O)Nc1ccccc1F	0%	-9%	13%	1.4%	9%
COc1ccc(CC(=O)Nc2ccc3nc(C)sc3c2)cc1OC	32%	-7%	0%	i	7%
c1ccc(Oc2ccc(-c3ccnc4ncnn34)cc2)cc1	55%	0%	9%	0.1%	5%
Cc1nc(-c2nc(-c3c(C(=O)NNC(=O)c4ccc(Cl)cc4)noc3C)cs2)cs1	59%	-1%	7.6µM*	2.4%	-9%
O=C(NCC(c1ccco1)N1CCCC1)c1cccc(NS(=O)(=O)c2ccccc2)c1 (stereo not given)	20%	-3%	0%	0.5%	-11%

Screening results deposited in PubChem by Southern Research Specialized Biocontainment Screening Center.
